IkB signaling = IkB Signaling; Potency, µM (series often up to 57.1 µM), inactives show at the highest dose IkBa stabilization activation; 110,000 compounds, 0.04% hits; AID 445, 2006; ABC-DLBCL IkBa-CBG/CBR dual luciferase ratio, 4 h; response scale: scaled: untreated 0%, proteasome inhibitor 100%; active means well fitted curve in the direction sought with a large enough effect in the signal ratio, not every such curve was filed as active; inconclusive means small, poorly fitted or top-dose-only effect, or a change in a side signal; the % refers to the signal ratio;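 further: the direction sought is a rising ratio; 0% = basal untreated cells and 100% = reference inhibitor full response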
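In this assay, an IκBα–CBG68 fusion accumulates when IKK-driven degradation is blocked; native CBR normalizes for cell number. OCI-Ly3 cells were treated 4 h with compound and doxycycline, then green and red light read after Chroma-Glo addition.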
p53ts 39C tox = qHTS Screen for Compounds that Selectively Target Cancer Cells with p53 Mutations: Cytotoxicity of p53ts Cells at the Nonpermissive Temperature; 130,000 compounds, 1.5% hits; Potency, µM (titrated, usually from 46.1 µM), inactives show at the top dose activity change, negative = cell killing, usual class: cytotoxic; H1299-p53A138V viability at 39C, ATP luminescence, 24 h; AID 902, 2007; further: nearly all actives have a fitted effect of over 55% in size
p53ts 32C tox = qHTS Screen for Compounds that Selectively Target Cancer Cells with p53 Mutations: Cytotoxicity of p53ts Cells at the Permissive Temperature. H1299-p53A138V at 32C, ATP luminescence viability, 24 h. Potency, µM (highest dose often 46.1 µM), for inactives: top-dose activity change, negative = cytotoxicity, most hits filed as cytotoxic. 130,000 compounds, 0.93% hits. AID 924, 2007;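 further: 0% = DMSO and -100% = full killing by reference compound; nearly all actives have a fitted effect of over 55% in size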
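ATP-content luminescence (ATPlite) read-out after 24 h compound exposure at 32C in H1299-p53A138V cells (600/well). Tested up to 46 uM. Normalized to DMSO (0%) and 100 uM tamoxifen (100% killing); Hill-fit AC50.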
Imprint erasure = qHTS Assay for Compounds that Induce Erasure of Genomic Imprints; mouse ES Peg3-LacZ reporter, beta-gal luminescence, 40 h; 110,000 compounds, 0.02% hits; Potency, µM (series often up to 60.7 µM), inactives show at the top dose activity change, positive = activation, most hits filed as activators;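 further: 0% = negative control wells on the plate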
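Imprint erasure is scored as LacZ activity from the silenced maternal Peg3 allele in feeder-free female ES cells cultured 40 h with LIF. Luminescence is normalized to in-plate negative controls and fitted to the Hill equation.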
* hit, by the source's call; ? = inconclusive; / = no result given; & = joins results of further samples; [ ] = another dose, or the depositor's remark. Unless noted, the call rests on the fitted dose curve; in most records, active means well fitted curve in the direction sought with a large enough effect; inconclusive means small, poorly fitted or top-dose-only effect, or another doubt; inactive means no such curve, though single readings can be large; an effect the other way counts as inactive or inconclusive. Unless noted, on the % scale 0 is the no-effect control and ±100 the full control effect; potency means the concentration at half of the fitted maximal effect.

structure | p53ts 32C tox | Imprint erasure | IkB signaling | p53ts 39C tox
CC(=O)Nc1ccc(S(=O)(=O)N[C@H](C(=O)O)C(C)C)cc1 | 4% | -9% | -0.5% | -4%
COc1ccc2c(c1)CCc1c(C(=O)NC3CCCCC3)noc1-2 | -17% | -20% | 2.1% | -8%
CN1C(=O)C2(SCC(=O)N2c2ccc(F)cc2)c2ccccc21 (stereo unspecified) | -5% | 11%[10.9 µM] | ? | -4%
COCCn1c(=O)c(-c2cccc(C#N)c2)nc2cnc(Nc3ccccc3)nc21 | 1% | -7% | -11%[11.4 µM] | 13%
COc1[nH]c2ccc(F)cc2c1C(=O)OCC1CCN(CCNS(C)(=O)=O)CC1 | 3%&4% | -11%&-5% | 0.7%&-4.6% | -3%&9%
CCOC(=O)C1C(=O)CC(=O)CC1CC(C)SCC (stereo unspecified) | -2% | -7% | 2.5% | 9%
COc1ccc(C(=O)Oc2ccc(C(c3c(C)[nH][nH]c3=O)c3c(C)[nH][nH]c3=O)cc2OC)cc1 | -6% | 2%[10.9 µM] | ? | -3%
O=C(CSc1nccn1-c1cccc(Cl)c1)NC1CCCC1 | 8% | -9% | -0.7% | 4%
Cc1[nH]nc(N=CC2=C(O)CC(c3ccco3)CC2=O)c1-c1ccccc1 (stereo unspecified) | -5% | -17% | -1.6% | -6%
COC(=O)c1ccc(C23CC4(C2)[C@H](CN(C)[C@@H]4c2ccccc2)C3c2ccccc2)cc1 (stereo partly specified) | -13% | -6% | / | -2%

Compound profiles (already shown). Screens in order: p53ts 32C tox | Imprint erasure | IkB signaling | p53ts 39C tox
Record of `COc1ccc2c(c1)CCc1c(C(=O)NC3CCCCC3)noc1-2` = -17% | -20% | 2.1% | -8%
Record of `COC(=O)c1ccc(C23CC4(C2)[C@H](CN(C)[C@@H]4c2ccccc2)C3c2ccccc2)cc1` (stereo partly specified) = -13% | -6% | / | -2%
Record of `Cc1[nH]nc(N=CC2=C(O)CC(c3ccco3)CC2=O)c1-c1ccccc1` (stereo unspecified) = -5% | -17% | -1.6% | -6%
Record of `CC(=O)Nc1ccc(S(=O)(=O)N[C@H](C(=O)O)C(C)C)cc1` = 4% | -9% | -0.5% | -4%
Record of `CCOC(=O)C1C(=O)CC(=O)CC1CC(C)SCC` (stereo unspecified) = -2% | -7% | 2.5% | 9%

(further entries)
structure | p53ts 32C tox | Imprint erasure | IkB signaling | p53ts 39C tox
COc1ccc(C2=NN(CC(=O)NCCc3ccccc3)C(=O)CC2)cc1 | 13% | -13%[10.9 µM] | -1.5% | 5%
COc1ccc(Cl)cc1C(=O)Nc1ccc(NC(=O)c2ccco2)cc1 | 0% | -6% | -0.4% | 0%
Fc1ccc(-c2nnc3ccc(N4CCCC4)nn23)cc1 | 0% | -1% | -3.4% | 4%
CC1CCC2C(=O)N3C(CCC(C)C3c3ccccc3Br)C(=O)N2C1c1ccc(C#CCN(C)C)cc1 (stereo unspecified) | 7%[9.22 µM] | / | / | 5%[9.22 µM]
COc1ccc(C)cc1NC(=O)c1ccc(=O)n(Cc2ccccc2)c1 | -6% | -13%[10.9 µM] | 0.2% | -8%
CCc1ccc2oc(-c3ccc(NC(=O)c4ccc(OC)c(Br)c4)cc3)nc2c1 | -3% | -7%[10.9 µM] | ? | 6%
CCN(CC)CCN1C(=O)C(=O)/C(=C(/O)c2c(C)[nH]c(C(=O)OC)c2C)C1c1cccnc1 (stereo unspecified) | 0% | -5% | -0.9% | 5%
COCC(=O)N(Cc1cc2ccccc2[nH]c1=O)c1ccc(OC)cc1 | 5% | -9% | -3.0% | 5%
Cc1ccc(NC(=O)c2cn(-c3ccccc3)nc2-c2ccccc2)cc1 | 7% | 6%[10.9 µM] | 1.6% | 17%
COc1ccc(-n2nc3c(N4CCC(C(=O)NCCc5ccccc5)CC4)nnc(C)c3c2C)cc1 | 6% | 14%[10.9 µM] | 1.4% | -18%

Ordered by length of the SMILES (smallest number first): three of the compounds above
structure | p53ts 32C tox | Imprint erasure | IkB signaling | p53ts 39C tox
Fc1ccc(-c2nnc3ccc(N4CCCC4)nn23)cc1 | 0% | -1% | -3.4% | 4%
Cc1ccc(NC(=O)c2cn(-c3ccccc3)nc2-c2ccccc2)cc1 | 7% | 6%[10.9 µM] | 1.6% | 17%
CCc1ccc2oc(-c3ccc(NC(=O)c4ccc(OC)c(Br)c4)cc3)nc2c1 | -3% | -7%[10.9 µM] | ? | 6%

Additional structures follow.
structure | p53ts 32C tox | Imprint erasure | IkB signaling | p53ts 39C tox
Cc1cc2c(s1)CCCCC(=O)N2 | -4% | / | / | -6%
CCN1CCN(C(=O)c2ccc3c(=O)n(C4CCCC4)c(=S)[nH]c3c2)CC1 | 2% | -16% | -1.8% | 1%
O=C(NCc1cccs1)C1CCN(c2ccc(S(=O)(=O)N3CCOCC3)cc2Cl)CC1 | -4% | -17% | ? | -11%
COc1ccc(OC)c(C2C=C(c3ccc(C)c(C)c3)Nc3nnnn32)c1 (stereo unspecified) | 7% | -28% | -1.2% | -19%
Cn1c(=O)c2c(nc(CN3CCc4ccccc4C3)n2Cc2ccc(Cl)cc2)n(C)c1=O | -8% | 14% | -0.8% | 9%
CCOc1ccc(-n2c(=O)c3c4c(sc3n(Cc3cccc(Cl)c3)c2=O)CCCC4)cc1 | 5% | -16%[10.9 µM] | ? | 35%[activator]
CCc1ccccc1NC(=O)C(=O)NCCc1sc(-c2cccc(C)c2)nc1C | 1% | -2%[10.9 µM] | -2.0% | -25%
CC(=O)c1ccc(NC2=NS(=O)(=O)c3ccccc32)cc1 | -14% | -13%[10.9 µM] | -2.5% | -4%
CCN(CC)c1ccc(NC(=O)CN2C(=O)c3cccnc3Sc3ccccc32)c(C)c1 | -16% | 7%[10.9 µM] | ? | -31%
Cc1ccc(C(=O)O)cc1NC(=O)c1cccs1 | 7% | / | / | -2%
Cc1cccc(N(C)c2nc3ccc(C(=O)c4ccccc4)cc3n3c(C)nnc23)c1 | -2% | 4%[10.9 µM] | -2.5% | -18%
O=c1nc2n(c3cc(Cl)c(S(=O)(=O)N4CCOCC4)cc13)CCCCC2 | -8% | -7% | 0.3% | 4%
CCOC(=O)OCC1OC(C#Cc2ccccc2)C=CC1OC(=O)OCC (stereo unspecified) | 3%[9.22 µM] | / | / | -13%[9.22 µM]
CC(C)C(=O)Nc1ccc(C(=O)NC2CCSC2=O)cc1 (stereo unspecified) | -2% | 6% | -0.5% | 18%
CC1CCN(C(=O)CSc2nnc(Cc3cc(=O)[nH]c(=O)[nH]3)n2-c2ccc(Cl)cc2)CC1 | -4% | -4% | -2.1% | 9%
COC(=O)c1ccc(NC(=O)n2ncc3c(C)cccc32)cc1 | -4% | -8%[10.9 µM] | -0.5% | -5%
Cc1ccc(-c2cn3ccc(C)cc3n2)cc1 | 0.5µM* | -79%[inhibitor][10.9 µM] | ? | 0.63µM*
CC(C)(C)n1cnc2cc(NS(=O)(=O)c3ccccc3)ccc21 | 1% | 2% | -2.8% | -1%
CCn1c(=O)n(CC)c2cc(S(N)(=O)=O)c(C)cc21 | -5% | -7% | -0.8% | 7%
Cn1cc(CC(=O)N2CCN(c3ccc(Cl)cc3)CC2)c2ccccc21 | 1% | -16% | 3.5% | -8%
O=C(CN1C(=O)c2ccccc2S1(=O)=O)Nc1ccccc1C(=O)NCc1ccco1 | -3% | -2% | 1.3% | -1%
CN(Cc1ccccc1)C(=O)COC(=O)c1ccc2c(c1)OCO2 | 8% | 6% | 0.1% | -8%
COc1ccc(OC)c(-n2c(SCC(=O)N3CCc4ccccc43)nc3c(c2=O)SCC3)c1 | 7% | -13% | 0.1% | 9%
CN1C(=O)CSc2ccc(C(=O)O)cc21 | 5% | -5% | 2.5% | 0%
COC(=O)N(C)c1nc2ccccc2s1 | 0% | -18% | -1.4% | 3%
O=C(Nc1ccc(-n2nncc2-c2ccco2)cc1)c1cc2ccccc2oc1=O | 1% | -26% | 3.6% | 5%
Cc1ccc2c(c1)-c1ccccc1S(=O)(=O)N2 | 2% | -2% | -0.3% | 4%
Cc1ccc(C)c(N2CCN(C(=O)c3cc4ccccc4oc3=O)CC2)c1 | 10% | 0% | 10% | 12%
O=C(CN1C(=O)COc2ccccc21)N(Cc1cccnc1)Cc1cccc(F)c1 | -5% | -3% | -3.3% | 1%
Cc1nc2cnc(N3CCOCC3)nc2n(CCc2ccccc2)c1=O | 4% | -7% | -0.4%[11.4 µM] | 0%
CCOc1ccc(C(CC(=O)O)N2Cc3ccccc3C2=O)cc1OC (stereo unspecified) | 2% | -4%[10.9 µM] | -1.4% | 2%
COc1ccc(CC(=O)Nc2ccc(S(=O)(=O)NCC3CCCO3)cc2)cc1 (stereo unspecified) | 5% | -10% | ? | 2%
NC1=NC2=C(CCCC2)C2(CCCCC2)S1 | -10% | -16% | -1.0% | -27%
Cc1ccc(CNC(=O)c2cc3c(=O)n(C)c4ccccc4c3n2C)o1 | 1% | -6% | 2.8% | 1%
CCc1nnc(NC(=O)CSc2nc3c([nH]c4ccccc43)c(=O)n2-c2ccc(Cl)cc2)s1 | -2% | 3%[10.9 µM] | 1.4% | ?
CNC(=O)CSc1nnnn1CCCOC | 6% | -3% | -0.3% | -3%
O=C(O)CN(CCN(CC(=O)O)CC(=O)O)CC(=O)O | -3% | 1%&-11% | / | -1%
Cc1n[nH]c(C)c1N1C(=O)c2cccc3cc(Br)cc(c23)C1=O | -3% | -6% | -4.2% | -8%
COc1ccc(C(=O)CSc2nnc(-c3ccco3)n2CC2CCCO2)cc1 (stereo unspecified) | -7% | 16% | -1.9% | -6%
O=C(Nc1ccc2nc(SCCOc3ccccc3Cl)sc2c1)c1cccs1 | -10% | -13%[10.9 µM] | ? | -19%
NC(=O)C1CCN(C(=O)C23CC4CC(CC(C4)C2)C3)CC1 | 3% | -7% | 0.3% | 0%
COC(=O)n1c(=O)oc2cc(S(=O)(=O)N3CCOCC3)ccc21 | 12% | 0% | 1.3% | 1%
Cc1cc(=O)n(Cc2ccc(Br)cc2F)c2c1c(C)nn2-c1ccccc1 | 2% | -6%[10.9 µM] | -1.0% | ?
COCCn1c(SCCCc2ccccc2)nc2c1c(=O)[nH]c(=O)n2C | 2% | 7% | ? | 8%
CCc1nnc(NC(=O)c2ccc(S(=O)(=O)NC3CCCCC3)cc2)s1 | 10% | ? | 1.3% | 1%
O=c1c2sc3ccccc3c2n(Cc2cccc(F)c2)c(=O)n1CCc1ccccc1 | 0% | -4%[10.9 µM] | ? | 11%
O=C(CSc1cn(CC(=O)N2CCOCC2)c2ccccc12)Nc1ccccc1 | 1% | -9%[10.9 µM] | -0.1% | -9%
CCc1cc2c(cc(C(=O)O)n2C)s1 | -5% | ? | 0.8% | -21%
CC(C)n1c(SCC(=O)Nc2ccc3c(c2)OCO3)nc2c1c(=O)n(C)c(=O)n2C | 2% | -3% | 0.3% | -5%
CCOC(=O)CSc1nnc(-c2ccc(OC)cc2OC)o1 | -6% | 0% | 1.3% | -4%

The listing continues:
structure | p53ts 32C tox | Imprint erasure | IkB signaling | p53ts 39C tox
CCCc1ncc(C(=O)c2ccc(OC)cc2)n1C | -28% | -13% | -3.3% | -7%
COc1ccc(C2C=C(c3ccccc3)Nc3nc(NC(=O)/C=C/c4ccccc4OC)nn32)cc1 (stereo unspecified) | 5% | 3%[10.9 µM] | 0.3% | 15%
CCCc1nc(SCC(=O)c2ccc(OC)cc2)c2c(=O)n(C)c(=O)n(C)c2n1 | 7% | -4% | -0.5% | 4%
COc1cc(NC(=O)NC(C)c2c(-n3cccc3)sc3c2CCN(C)C3)cc(OC)c1 (stereo unspecified) | 17% | -11%[10.9 µM] | ? | -25%
Cc1cccc(N2CCN(C(=O)Nc3ccc(F)cc3)CC2C)c1 (stereo unspecified) | -4% | 24%[10.9 µM] | ? | 7%
Cc1nc(-c2ccc(C)c(S(=O)(=O)N3CCC(C(=O)NCc4ccc(Cl)cc4)CC3)c2)no1 | -10% | -16%[10.9 µM] | 1.7% | -21%
CCN(Cc1ccccc1)C(=O)Cn1c(=O)n(-c2cccc(C)c2)c(=O)c2c1c1cc(C)ccc1n2C | 16% | -5%[10.9 µM] | 2.9% | -10%

Source: PubChem BioAssay (National Center for Advancing Translational Sciences (NCATS))
